Sm TGR inh: blocks Schistosoma mansoni thioredoxin glutathione reductase | Q962Y6 | purified TGR, DTNB reduction, TNB absorbance 405 nm | Potency, µM (series often up to 114 µM), for the others: at the top dose activity change, negative = inhibition, hits mostly inhibitors | 360,000 compounds, 3% hits; note: potency is the fitted concentration of half-maximal effect; % is set by controls: 0 for no effect and ±100 for the full control effect; nearly all actives have a fitted effect of over 60% in size
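TGR 20 nM + NADPH 100 uM (dispensed conc.), cpd preinc 15 min RT; start with NADPH (500 uM addition) then DTNB (15 mM addition). Kinetic TNB absorbance, 405 nm filter. Four-parameter Hill fit across titration.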
Shiga toxin inh: Shiga toxin inhibition. AID 2315. 290,000 compounds, 9.2% hits. inhibition, % at 38.7 µM. Vero cells, Shiga toxin protein synthesis inhibition reporter; in the data active = inhibition mostly above about 28%, no sharp cut-off; inactive = mostly below about 43%; note: 0% is about no effect
FBPA Giardia inh: blocks Giardia fructose-bisphosphate aldolase activity | purified Giardia FBPA | A8B2U2 | 290,000 compounds, 0.71% hits | AID 2451 | Potency, µM (top dose mostly 59.6 µM), for the others: at the top dose activity, negative = inhibition, most hits filed as inhibitors; note: potency is the fitted concentration of half-maximal effect; % is set by controls: 0 for no effect and ±100 for the full control effect; nearly all actives have a fitted effect of over 55% in size
Target sequence (A8B2U2 whole entry, looked up): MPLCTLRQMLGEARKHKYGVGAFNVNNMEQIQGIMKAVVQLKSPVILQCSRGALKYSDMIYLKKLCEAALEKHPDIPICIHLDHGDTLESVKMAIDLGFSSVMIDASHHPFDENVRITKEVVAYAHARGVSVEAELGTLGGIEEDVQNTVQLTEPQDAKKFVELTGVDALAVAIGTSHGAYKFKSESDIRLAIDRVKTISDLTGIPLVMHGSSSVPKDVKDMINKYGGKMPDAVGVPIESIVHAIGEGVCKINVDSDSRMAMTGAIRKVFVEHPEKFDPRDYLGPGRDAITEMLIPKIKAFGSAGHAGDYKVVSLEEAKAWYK
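40 nM FBPA preincubated 10 min at RT with compound (up to 57.5 uM final), then substrate plus GAPDH/TPI/NAD/arsenate coupling and diaphorase/resazurin added. Fluorescence read after 20 min at RT, 525/598 nm.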
Pf growth 96h: P. falciparum growth inhibition at 96 hours; P. falciparum luciferase reporter growth, 96 h; Potency, µM (highest dose often 28.7 µM), without a hit: top-dose activity change, negative = inhibition, hits mostly inhibitors; 320,000 compounds, 6.9% hits; AID 504834; note: potency is the fitted concentration of half-maximal effect; % is set by controls: 0 for no effect and ±100 for the full control effect
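96 h incubation, 37 C, 5% CO2, of luciferase-reporter P. falciparum-infected RBCs (2% hematocrit, 0.05% parasitemia final) with test compounds; endpoint luminescence.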
Pf growth 48h: P. falciparum growth inhibition at 48 hours (one generation); P. falciparum luciferase growth in erythrocytes, 48 h; Potency, µM (top dose mostly 28.7 µM), for inactives: top-dose activity change, negative = inhibition, most hits filed as inhibitors; 310,000 compounds, 5.9% hits; AID 504832; note: potency is the fitted concentration of half-maximal effect; % is set by controls: 0 for no effect and ±100 for the full control effect
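A one-generation exposure of luciferase-tagged malaria parasites in RPMI 1640/Albumax erythrocyte culture, 37 C and 5% CO2. Inhibition is inferred from decreased luminescence after adding detection reagent.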
Cycloheximide cs: counter-screen for Shiga toxin inhibitors: cycloheximide protein synthesis inhibition; AID 2314; max response, %; cell reporter, cycloheximide protein synthesis inhibition counterscreen; 300,000 compounds, 12% hits; in the data active = max response mostly above about 13%, no sharp cut-off; inactive = mostly below about 14%; note: read at 38.3 µM for the half of the compounds with a filed dose; 0% is about no effect
Numbers without * were called inactive; i = inactive; ? = inconclusive; nt = no result given; & = joins results of further samples; [ ] = another dose, or the depositor's remark. Unless noted, calls come from the whole dose curve; as a rule, active = well fitted curve in the direction sought with a large enough effect; inconclusive = small, poorly fitted or top-dose-only effect, or another doubt; inactive = no such curve, though single readings can be large; an effect the other way counts as inactive or inconclusive.

SMILES | Sm TGR inh | Shiga toxin inh | FBPA Giardia inh | Pf growth 96h | Pf growth 48h | Cycloheximide cs
COc1cc(C(=O)NCCNC(=O)c2cc(OC)c(C)c(OC)c2)cc(OC)c1C | -5% | -11 | 5% | 7% | -3% | -2
CS(=O)(=O)Nc1ccccc1Oc1ccccc1 | -16% | -8 | -4% | 19% | -1% | 1
CCC(Sc1nc2ncccc2[nH]1)C(=O)NC1CCC(C)CC1 (stereo not drawn) | 10% | 6 | ? | 70%[activator] | ? | 10
CN(Cc1cccs1)C(=O)C1CCN(S(=O)(=O)c2ccccc2)CC1 | -14% | nt | nt | ? | ? | nt
CCCNC(=O)N1[C@H]2CC[C@@H]1C(C(=O)OC)=C(c1ccc(OC)c(OC)c1)C2 | ? | nt | nt | 0% | -8% | nt
C=CCn1c(CNC(=O)c2ccco2)nnc1SCC(=O)c1ccc(F)cc1 | -3% | 11 | -6% | ? | 4% | 8
CC(C)Cn1c(=O)c2ccccc2n2c(CCC(=O)NCc3ccccn3)nnc12 | 10% | 17 | -2% | 13µM* | 14% | 16
Cc1cc(C)n(Cc2ccc(NC(=O)c3nn(C)cc3[N+](=O)[O-])cc2)n1 | 0% | -24 | 11% | nt | -9% | 14
O=C(CN1C2CCC1CC(O)(c1cccnc1)C2)Nc1ccc2c(c1)OCO2 (stereo not drawn) | -12% | -16 | 5% | 8.3µM* | 12% | -2
Nc1ccc(Oc2ccc(Cl)cc2)cc1 | -18% | -18 | -1% | 41%[activator] | nt | 11
CN(/C=C/C(=C/C=[N+](C)c1ccccc1)OCCCS(=O)(=O)[O-])c1ccccc1 | -17% | 25 | ? | 34%[activator] | -20% | 14
CCCCOC(=O)Nc1sc2nc(C)cc(C)c2c1-n1cccc1 | 12% | -27 | -1% | 38%[activator] | 0% | -1
CN1CCCC1CCNS(=O)(=O)c1ccc(Br)cc1 (stereo not drawn) | -22% | -6 | -1% | ? | ? | -4
CCCCn1c(N)c(N(CC(C)C)C(=O)CN2C(=O)c3ccccc3C2=O)c(=O)[nH]c1=O | -3% | nt | nt | 15% | 8% | nt
COC(=O)C1=C(c2ccc(F)cc2F)C[C@@H]2CC[C@H]1N2C(=O)NCCOc1ccccc1 | -3% | nt | nt | 4.1µM* | ? | nt
COC(=O)c1ccc(Sc2ccccc2NS(=O)(=O)c2ccc(C)cc2)nc1 | 25% | -19 | -3% | -14% | 0% | 3
O=C(CC1C(=O)NCCN1C(=O)Nc1ccccc1)Nc1cc(Cl)ccc1Cl (stereo not drawn) | 12% | -4 | -3% | 12% | -2% | 5
COCCNc1nc2ccccc2n2cnnc12 | 8% | -12 | -18% | -4% | 19% | -3
Cc1[nH]c(=O)[nH]c(=O)c1S(=O)(=O)N1CCN(c2ccccc2F)CC1 | -2% | 1 | 8% | 3% | 6% | -3
COc1ccc(/C=N/NC(=S)NCCc2ccccc2)cc1 | -15% | -6 | 24% | ? | ? | 3

Overlap with the part before: four entries, then new ones.
SMILES | Sm TGR inh | Shiga toxin inh | FBPA Giardia inh | Pf growth 96h | Pf growth 48h | Cycloheximide cs
O=C(CC1C(=O)NCCN1C(=O)Nc1ccccc1)Nc1cc(Cl)ccc1Cl (stereo not drawn) | 12% | -4 | -3% | 12% | -2% | 5
COCCNc1nc2ccccc2n2cnnc12 | 8% | -12 | -18% | -4% | 19% | -3
Cc1[nH]c(=O)[nH]c(=O)c1S(=O)(=O)N1CCN(c2ccccc2F)CC1 | -2% | 1 | 8% | 3% | 6% | -3
COc1ccc(/C=N/NC(=S)NCCc2ccccc2)cc1 | -15% | -6 | 24% | ? | ? | 3
Cc1cccnc1NC(=S)Nc1ccc(Br)cc1Cl | ? | 126* | -7% | ? | 288%[activator] | 79*
O=C(c1ccccc1)N1CCn2c(nc3ccccc32)C1 | -1% | -20 | 1% | nt | 6% | -2
CCOP(=O)(OCC)C(NC(=O)c1cccs1)C(F)(F)F (stereo not drawn) | -35% | -15 | 13% | -14% | 39%[activator] | 4
N#Cc1nc(COc2ccccc2Cl)oc1NCc1ccc(F)cc1 | 0% | 12 | 1% | 6% | 29% | 9
COc1ccccc1NC(=O)c1sc2nc(N3CCOCC3)c3c(c2c1N)CCCC3 | -12% | 29 | nt | ? | -16% | 16
Cc1ccc(S(=O)(=O)Nc2cccc(C(=O)N3CCC(C(N)=O)CC3)c2)cc1 | -8% | nt | nt | -6% | -11% | nt
O=C(c1csc(Nc2ccccc2Cl)n1)N1CCCC1 | -9% | 108* | 3% | 2.3µM* | 21% | 53*
CCOc1ccc(S(=O)(=O)Nc2ccc(C(=O)NCC3CCCO3)cc2)cc1 (stereo not drawn) | 0% | -7 | nt | 13% | 0% | -1
CCOc1ccccc1Nc1cc(C)nc2nc(C)nn12 | 6% | -4 | -6% | -14% | 23% | 1
O=C(C[n+]1ccccc1)Nc1ccccc1C(F)(F)F | 18% | -6 | -22% | ? | 6% | 9
COc1cccc(N2CCN(Cc3cccnc3)CC2)c1 | 0% | 41 | -21% | nt | -19% | 1
Cc1nc(N2N=C3/C(=C/c4ccc(F)cc4)CCCC3C2c2ccc(F)cc2)sc1C(=O)N(C)C (stereo not drawn) | -7% | -5 | ? | ? | nt | -6
Cn1c(=O)cc(OCCCC(=O)Nc2cccnc2)c2ccccc21 | 5% | -5 | 0% | 9% | -4% | 2
CCc1nnc(NC(=O)c2cccnc2SC)s1 | 13% | 21 | 0% | 43%[activator] | 0% | 4
Cc1cccc(OCCCN2CCOCC2)c1C | -22% | 17 | ? | 6.6µM* | 34%[activator] | 8
CC1CC(C)CN(C(=O)c2ccc(-c3ccc([N+](=O)[O-])cc3)o2)C1 (stereo not drawn) | 3.2µM* | nt | nt | 33%[activator] | 57%[activator] | nt
Cn1c(=O)oc2cc(S(=O)(=O)NC3CCCc4ccccc43)ccc21 (stereo not drawn) | -1% | -8 | -1% | 1% | nt | -4
NS(=O)(=O)c1cccc(NC(=O)COC(=O)COc2ccc3ccccc3c2)c1 | -11% | -5 | 3% | 126% | 40%[activator] | -2
O=C1NC(NS(=O)(=O)c2ccccc2)(C(F)(F)F)C(=O)N1CCc1ccccc1 (stereo not drawn) | -3%&2% | -2 | -4% | 1% | 6% | -4
CCN(CC)C(=O)Cn1cc(S(=O)(=O)CC(=O)Nc2ccc(F)cc2F)c2ccccc21 | -2% | -11 | nt | -15% | 22% | -2
Cc1cc(NC(=O)c2cccc(F)c2)ncc1NC(=O)c1ccco1 | -10% | 50 | -13% | nt | nt | 21*
CCN(CC)C(=O)CC(c1ccc(F)cc1)c1ccco1 (stereo not drawn) | 28µM* | -10 | 0% | -24% | ? | -1
Cc1cccc(N2CCN(Cc3ccoc3)CC2)c1C | 0% | 9 | -19% | 27% | nt | 11
CNc1nc(CCN2C(=O)c3ccccc3C2=O)cs1 | 9% | 15 | -2% | -15% | ? | 1
CCCn1c(=NC(=O)c2c(-c3c(F)cccc3Cl)noc2C)c(C(=O)OCC)cc2c(=O)n3ccccc3nc21 | -4%&2% | -10 | -1% | -20% | 6% | 2
COc1ccc2nc(C)cc(Nc3ccc(C)cc3)c2c1 | -1% | 11 | -23% | 9% | ? | -2
Cc1cccc(N2CCN(Cc3ccc([N+](=O)[O-])o3)CC2)c1C | ? | -13 | ? | 337%[activator] | 17% | -2
Cc1ccc(CC2(O)CC(C)N(C)CC2C)c(C)c1 (stereo not drawn) | 0% | 12 | -8% | 10% | 8% | -4
Cc1ccc(CNC(=O)CCCC(=O)c2ccccc2)cc1 | -11% | -4 | 4% | -3% | 55%[activator] | -1
CC1CN(C(=O)c2cc3ccccc3oc2=O)CC(C)O1 (stereo not drawn) | -31% | -12 | 3% | 6% | -1% | -5
CCc1noc(C)c1C(=O)OCC(=O)NC(C)c1ccccc1 (stereo not drawn) | -21% | nt | nt | 31%[activator] | -5% | nt
COc1cccc(CN2CC34CCC(CC3S2(=O)=O)O4)c1 (stereo not drawn) | nt | -5 | 5% | nt | nt | 15
COc1ccccc1Cc1nc(-c2ccc(C)cc2)no1 | 8% | 57* | 0% | ? | 36%[activator] | 35*
CCCn1c(N2CCN(CC(=O)Nc3ccc4c(c3)OCCO4)CC2)nc2ccccc21 | -15% | -16 | -22% | ? | ? | 7
CC(C)CCNC(=O)CSc1nc2ccccc2c(=O)[nH]1 | -5% | -3 | -1% | nt | 12% | 0
COc1cccc(C2=NOC(C(=O)Nc3cccc(C(C)=O)c3)C2)c1OC (stereo not drawn) | 0% | -19 | -1% | nt | 0% | -3
O=[N+]([O-])c1ccc2c(c1)C(O)n1nc(-c3ccccc3)nc1S2 (stereo not drawn) | 4% | -6 | 8% | 1% | -1% | -2
CCOc1ccc(/C=N/NC(=O)c2c(-c3ccccc3)noc2C)cc1 | -9% | 15 | 4% | 0% | 24% | -5
CCOC(=O)c1nc(C)sc1-c1ccnn1S(=O)(=O)c1ccc(C)cc1 | 15% | -9 | 0% | ? | ? | 16
COCCOC(=O)C1=C(C)N(c2ccccc2)C(=O)NC1c1cccc([N+](=O)[O-])c1 (stereo not drawn) | -11% | -7 | 2% | -52% | ? | -5
N#Cc1cc(N)ccc1Sc1ccccc1 | -9% | 16 | -5% | 23% | 30%[activator] | 11
NCC1(c2ccc3c(c2)OCCO3)CCCC1 | 3% | -13 | -12% | 4% | -8% | -1
CCCN1CCC(=NNc2ccc(S(=O)(=O)N(CC)CC)cc2[N+](=O)[O-])CC1 | -1% | -13 | 7% | ? | 0% | -2
O=C(NCC1CCN(S(=O)(=O)c2ccccc2)CC1)Nc1ccc(F)cc1 | 29% | -14 | 4% | ? | ? | 1
Fc1ccccc1NC(=S)Nc1cccc2cnccc12 | 40µM* | -9 | ? | 36%[activator] | -20% | 13
COc1ccccc1OCc1ccc(C(=O)NCc2ccco2)o1 | 40µM* | 18 | 6% | 14% | ? | 7
COc1cccc(N2CCN(C(=O)c3ccc(CS(=O)c4ccccc4C)o3)CC2)c1 (stereo not drawn) | -11% | 14 | nt | ? | -18% | -9
COc1ccc(C(=O)Cn2c(Br)nc3c2c(=O)n(C)c(=O)n3C)cc1OC | 5% | 30 | 0% | -22% | 13% | -7
COc1cc(NC(=O)CCc2c(C)[nH]c(=O)c(C#N)c2C)cc(OC)c1 | -7% | -10 | -14% | -3% | 9% | -6
C/C=C/c1ccc(OCCN2C(=O)NC(C)(C)C2=O)c(OC)c1 | -23% | 12 | -28% | nt | ? | 4
Brc1ccc(/C=C/C=N/Nc2nc3ccccc3s2)cc1 | 15% | 49* | nt | 59%[activator] | 62%[activator] | 19
COc1ccc(S(=O)(=O)N2CCC3(CC2)OCCN3S(=O)(=O)c2ccc(C)cc2)cc1OC | -1% | nt | nt | 7% | -2% | nt
CCOC(=O)C1(CC)Oc2ccccc2C(c2ccc(OC)cc2)=C1C(=O)OC (stereo not drawn) | nt | i | 0% | nt | nt | 1
CSCCC(NC(=O)C12CC3CC(CC(C3)C1)C2)C(=O)OCC(=O)c1ccc(C)cc1 (stereo not drawn) | 0% | -9 | 5% | 0.33µM* | -4% | -2
O=[N+]([O-])c1cc(C=Nc2cccc3c(O)cccc23)ccc1Cl | 40µM* | 14 | -9% | -28% | 21% | 4
O=C(NCc1ccc2c(c1)OCO2)c1cc2ccccc2oc1=O | 2% | 13 | 2% | 1% | 8% | -1
COc1ccc2nc(NC(=O)C3CCCN(S(=O)(=O)c4cccc5nonc45)C3)sc2c1 (stereo not drawn) | -1% | 13 | -8% | 88%[activator] | 13µM* | 9

Fetched one by one from above:
SMILES | Sm TGR inh | Shiga toxin inh | FBPA Giardia inh | Pf growth 96h | Pf growth 48h | Cycloheximide cs
Fc1ccccc1NC(=S)Nc1cccc2cnccc12 | 40µM* | -9 | ? | 36%[activator] | -20% | 13
C/C=C/c1ccc(OCCN2C(=O)NC(C)(C)C2=O)c(OC)c1 | -23% | 12 | -28% | nt | ? | 4
